Bioassay records: PubChem BioAssay, several laboratories
MEX-5 binding: C. elegans MEX-5 TCR-2 RNA binding activity; MEX-5/FITC-TCR2 RNA binding, fluorescence polarization; stronger effect = lower value; Q9XUB2; activity score (negative = inhibition of binding), % at 10 µM; AID 1832; 300,000 tested, 0.38% active;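 active means inhibition past about -25% in most replicates, and total fluorescence under double the plate's negative control median, limit read from the data; inconclusive means replicates evenly split on the limit, or fluorescence at least double controls; inactive means too little inhibition in most replicates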;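 further: 0% = DMSO and -100% = 5 µM competing unlabeled TCR2 RNA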
MCL1 BIM primary: disrupts human MCL1 binding to BIM-BH3 peptide; GST-MCL1 / FITC-Bim-BH3 fluorescence polarization; inhibition, % at 10.9 µM; 320,000 tested, 0.68% active;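 active means inhibition above the mean inhibition of all tested compounds plus 3 SD, set per campaign, cut at about 40% in these data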;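 further: 0% = DMSO wells and 100% = unlabeled Bim-BH3 peptide control; higher means more loss of mP so more displacement of Bim peptide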
GLD-1 RNA inh: GLD-1-TGE RNA interaction inhibition (C. elegans). purified GLD-1 + fluorescein TGE RNA, fluorescence polarization. inhibition, % at 5.96 µM. 320,000 tested, 0.44% active;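 active means percent inhibition above a per-plate cutoff, the plate mean of test compounds plus 3 SD, cut at about 30% in these data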;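 further: 0% = DMSO wells with GLD-1 and probe and 100% = wells lacking GLD-1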
GRK2 aptamer HTS: blocks RNA aptamer binding to human GRK2 | P25098 | bead flow cytometry, FAM-aptamer displacement from GRK2 | inhibition of aptamer binding, % at 10 µM | 330,000 tested, 0.59% active | AID 488847;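 active means inhibition of aptamer binding above 40%, roughly 3 SD of noise, on plates passing a quality check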;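 further: median bead fluorescence of bound FAM aptamer so fluorescent compounds give negative values; no value below 0 was filed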
Target sequence (P25098 whole entry, looked up): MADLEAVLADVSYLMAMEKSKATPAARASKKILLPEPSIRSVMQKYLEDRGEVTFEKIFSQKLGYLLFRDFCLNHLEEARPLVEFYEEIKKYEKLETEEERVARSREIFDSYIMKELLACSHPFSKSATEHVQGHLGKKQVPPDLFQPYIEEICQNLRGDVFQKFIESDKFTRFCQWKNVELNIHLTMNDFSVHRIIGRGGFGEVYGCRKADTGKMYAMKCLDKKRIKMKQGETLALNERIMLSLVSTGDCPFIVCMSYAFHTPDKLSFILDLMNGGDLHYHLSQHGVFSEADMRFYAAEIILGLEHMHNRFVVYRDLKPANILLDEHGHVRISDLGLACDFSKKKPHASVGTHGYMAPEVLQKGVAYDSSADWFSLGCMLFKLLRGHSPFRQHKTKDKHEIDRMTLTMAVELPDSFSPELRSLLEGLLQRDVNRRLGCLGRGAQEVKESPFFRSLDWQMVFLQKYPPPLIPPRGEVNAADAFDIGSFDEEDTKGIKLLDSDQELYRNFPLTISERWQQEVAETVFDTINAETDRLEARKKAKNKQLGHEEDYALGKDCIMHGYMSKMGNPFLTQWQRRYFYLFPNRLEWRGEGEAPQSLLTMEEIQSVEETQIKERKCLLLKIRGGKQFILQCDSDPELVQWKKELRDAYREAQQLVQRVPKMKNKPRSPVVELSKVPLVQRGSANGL
Fam108B counter: counter-screen for RBBP9 inhibitors: inhibitors of mouse Fam108B; 300,000 tested, 0.33% active; inhibition, % at 9.51 µM; recombinant Fam108B, FP-Rh probe fluorescence polarization;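 active means inhibition above the screen mean inhibition plus 3 SD, computed separately per campaign, cut at about 18% in these data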;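 further: inhibitors lower polarization as less probe binds the enzyme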
AGP1-GFP MLPCN: modulators of TOR pathway AGP1-GFP in S. cerevisiae; AID 2066; 320,000 tested, 0.02% active; GFP response vs DMSO, % at 10 µM; S. cerevisiae AGP1-GFP multiplex flow cytometry, 3 h; GFP as percent of DMSO wells;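 active means GFP response relative to DMSO above a set limit, near screen average plus 3 SD, cut at about 150% in these data; inconclusive means fewer than 70 cells counted for the yeast strain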;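 further: median GFP channel fluorescence of the gated AGP1 strain per well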
BCLXL inh: blocks human Bcl-xL binding to Bim BH3 peptide; Q07817; GST-Bcl-xL / FITC-Bim BH3 peptide fluorescence polarization; inhibition, % at 10.9 µM; 320,000 tested, 0.7% active;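 active means inhibition above the mean of all tested compounds plus 3 SD, cutoff set per campaign, cut at about 30% in these data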;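 further: 0% = DMSO wells and 100% = unlabeled Bim-BH3 peptide competitor; inhibitors lower millipolarization by displacing the labeled peptide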
Target sequence (Q07817 whole entry, looked up): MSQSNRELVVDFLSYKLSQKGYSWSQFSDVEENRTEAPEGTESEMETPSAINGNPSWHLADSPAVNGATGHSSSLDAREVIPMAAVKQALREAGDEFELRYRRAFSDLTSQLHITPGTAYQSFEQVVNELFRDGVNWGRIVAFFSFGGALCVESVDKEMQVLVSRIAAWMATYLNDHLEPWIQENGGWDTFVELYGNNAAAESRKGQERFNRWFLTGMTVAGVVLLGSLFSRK
CIT2-GFP yeast: yeast TOR pathway CIT2-GFP modulation; GFP response vs DMSO, % at 10 µM; 320,000 tested, 0.065% active; S. cerevisiae CIT2-GFP strain, flow cytometry, 3 h; 100 means same as DMSO wells; AID 2029;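 active means GFP response relative to DMSO above a set limit, near the screen mean plus 3 SD, cut at about 150% in these data; inconclusive means Fewer than 70 cells measured for a yeast strain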;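 further: ratio of well median GFP fluorescence to mean of DMSO wells on the plate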
VLA-4 inh: inhibition in a human VLA-4 binding assay; P13612; VLA-4 expressing cells, ligand binding flow cytometry; inhibition, % (about 7 µM as worked out from the volumes in the protocol); 330,000 tested, 0.2% active; in the data active means inhibition above about 50%
Numbers without * were called inactive; ? = inconclusive; · = no result given; [ ] = dose if it differs, or a comment.

SMILES	MEX-5 binding	MCL1 BIM primary	GLD-1 RNA inh	GRK2 aptamer HTS	Fam108B counter	AGP1-GFP MLPCN	BCLXL inh	CIT2-GFP yeast	VLA-4 inh
CCCC(O)(CCC)C(=O)NN(C(=O)CCl)c1cccc(C)c1	4.1	0	6	0	-3	100	5	101	-2
C=CCc1ccccc1OCC(=O)N/N=C/c1ccccc1OCC	·	-1	6	3	-8	105	1	109	-10
CCOc1ccc(-c2nc(C#N)c(NCC(C)C)o2)cc1	0.1	2	11	3	1	103	2	86	1
Cc1ccc(OCC(=O)Nc2cc(S(=O)(=O)N3CCCCC3)ccc2N2CCN(C)CC2)c(C)c1	-2.3	-9	-4	0	2	97	-8	74	1
O=C(Nc1ncn[nH]1)C(F)(F)C(F)F	18	0	-4	3	3	90	4	98	4
COc1ccccc1NC(=S)N1CCN(C(c2ccccc2)c2ccccc2)CC1	-0.8	-2	3	1	-5	108	1	101	7
Cc1cccc(NC(=O)NNC(=O)c2cc3ccccc3cc2O)c1C	1.3	-1	1	2	-1	114	-2	107	7
Nc1nc2ccc([N+](=O)[O-])cc2[nH]1	-4.1	0	1	0	4	100	2	106	-3
CCc1ccc(C2=CC(c3cc(Br)ccc3F)n3ncnc3N2)cc1 (centres undefined)	·	30	8	3	-3	95	10	96	20
CC(C)(C)OC(=O)C[C@@H]1C/C=C\C[C@@H](CC(=O)N[C@H](CO)Cc2ccccc2)C(=O)NC[C@@H](c2ccccc2)OC1=O	·	·	4	4	·	92	·	94	-7
COc1ccccc1CCNC(=O)CC1C(=O)NCCN1CCCc1ccccc1 (centres undefined)	2.3	11	4	0	3	96	3	103	-1
O=C(CCn1c(=O)sc2ccccc21)NCCC1=CCCCC1	-2.3	4	1	0	-4	96	0	90	-9
CCOc1ccc(S(=O)(=O)N2CCN(S(=O)(=O)c3ccc(C(C)=O)cc3)CC2)cc1	0.7	0	2	2	4	101	3	96	5
CCc1nnc(NC(=O)c2ccc(-c3cc(C(F)(F)F)ccc3Cl)o2)s1	-1.6	12	-1	0	-3	25[may fluoresce violet]	1	?	1
Cc1cccc(Nc2nnc(SCC(=O)NC(=O)CN3CCCC3=O)s2)c1	·	-6	4	0	·	109	-1	102	4
Cc1cccc(N2CCN(C(=O)CCC(=O)N3Cc4ccccc4Oc4ncccc43)CC2)c1C	0.3	1	-5	3	2	97	4	98	5
CC(CC(=O)Nc1cccnc1)c1ccccc1 (centres undefined)	1.2	1	5	0	7	97	4	101	-3
COc1ccc(C(=O)NC2CCCN(Cc3ccccc3F)C2)c(OC)c1OC (centres undefined)	-0.4	15	-2	0	2	104	0	104	7
COc1cccc(/C=C/C(=O)NCc2ccc(S(N)(=O)=O)cc2)c1	2.7	12	1	1	2	107	8	105	-1
COc1ccc(/C=N\NC(=S)SCN2C(=O)C3CCC(C)(C2=O)C3(C)C)cc1 (centres undefined)	0.1	13	4	4	3	98	13	94	8
Cc1csc(NC(=O)c2cnc3ccccc3n2)n1	-2.5	-4	-4	0	-3	90	-5	95	-5
COc1ccc([C@@H]2CC=C(C(=O)O)[C@H](c3ccc(Br)cc3)N2S(=O)(=O)c2ccccc2C)cc1	·	·	-1	0	·	100	·	83	32
CCOC(=O)C1CCN(C(=O)c2ccccc2NS(=O)(=O)c2ccc(C)cc2)CC1	0.8	·	·	0	·	89	·	111	-2
Cc1cccc(C)c1NC(=O)C1CC2CCC1C2 (centres undefined)	0.6	1	1	0	0	90	-4	86	2
NC(=O)c1ccsc1NC(=O)CS(=O)(=O)c1ccc(F)cc1	1.7	5	-6	0	6	100	3	93	0
Cc1nn(C)c(C(=O)Nc2ccn(C34CC5CC(CC(C5)C3)C4)n2)c1[N+](=O)[O-]	1.9	10	-7	2	2	102	2	96	-16
COc1cccc(OCCOc2ccccc2[N+](=O)[O-])c1	3.1	-2	-1	0	0	93	7	97	-1
Cc1cccn2c(=O)c(C=O)c(N3CCN(c4ccc(F)cc4)CC3)nc12	-2.5	20	4	2	2	101	20	100	-2
Cc1ccc2c(c1)c1c(n2CC(O)Cn2c(C)nc3ccccc32)/C(=N\O)CCC1 (centres undefined)	-1.0	1	10	0	6	101	10	91	-5
CCOC(=O)c1ccc(NC(=O)N2CCN(C(=O)C3CCCO3)CC2)cc1 (centres undefined)	-6.5	2	24	0	-6	?	-2	?	-3
O=C(Cc1ccc(Br)cc1)N/N=C/c1cccnc1	-2.7	15	6	1	-1	105	8	106	1
CCOc1ccccc1-c1nc(CN2CCCN(C(=O)c3ccco3)CC2)c(C)o1	3.9	-2	3	0	4	96	2	97	-5
Cc1ccc(C)c(S(=O)(=O)Nc2ccc(C(=O)N3CC(C)OC(C)C3)cc2)c1 (centres undefined)	·	11	4	17	·	97	3	102	10
COc1ccc(Cl)cc1S(=O)(=O)NCc1ccncc1	-1.1	7	1	1	-2	110	3	107	3
Cc1ccccc1NC(=O)NNC(=O)CCc1ccccc1	1.8	4	-5	1	-2	96	0	103	-2
Cc1oc2ccc(O)cc2c1C(=O)c1ccc(Br)cc1	-1.0	-3	-1	0	-2	94	-3	85	5
Cc1ccc(C(=O)NCCN2C3=NC[C@H](Cc4ccc(O)cc4)N3C[C@H]2Cc2ccc(O)cc2)cc1Br	0.3	5	1	0	-6	75	8	62	27
CNc1nc(NC)nc(-n2c(C(F)(F)F)nc3ccccc32)n1	-0.4	4	1	3	-4	100	1	94	-1
COc1ccccc1NC(=O)Nc1nnc(CC(=O)Nc2ccccc2)s1	-0.2	7	3	1	-6	90	1	89	-2
CCC1=C(OC(=O)N(CC)CC)N2C(=O)OC(=NCCc3c[nH]c4ccccc34)[C@]2(C)[C@H]2C1=CC[C@H]1C(=O)N(CC)C(=O)[C@H]12	-0.4	-8	-1	1	-3	75	-7	69	-2
CCOC(=O)C1=C(C(F)(F)F)Nc2ncnn2C1c1cccc(OC)c1OC (centres undefined)	-1.1	-1	5	81*	-1	103	6	101	8
CCN1CCN(c2ncnc3sc4c(c23)CCC(C)C4)CC1 (centres undefined)	-1.2	5	7	0	-3	101	-4	96	27
CNC(=O)c1ccc2snnc2c1	-1.0	4	3	2	-6	107	5	107	-15
CCc1c(C)nc2[nH]nc(NC(=O)C(F)(F)F)n2c1=O	-2.9	9	6	1	0	96	9	95	6
COc1cccc(C(=O)Nc2nnc(S(=O)(=O)Nc3cccc(C)c3)s2)c1	0.7	2	5	0	-2	94	11	115	4
O=[N+]([O-])c1ccc(Oc2ccc(S(=O)(=O)Nc3ccccc3)cc2)cc1	0.4	6	7	1	-5	101	9	96	-2
CCn1c(=S)sc2nc(C)sc21	-1.8	1	-10	1	3	93	3	96	1
COc1ccc(-c2nn(-c3ccccc3)cc2C(=O)NC(=S)NNC(=O)c2ccncc2)cc1	0.6	7	5	3	2	101	8	107	-4
CCN(C[C@H]1N[C@@](Cc2ccccc2)(C(=O)OC)[C@H]2C(=O)N(Cc3ccccc3)C(=O)[C@@H]12)C(=O)Nc1ccc(C)cc1	·	·	-2	1	·	103	·	93	31
CC(C)(C)CC(C)(C)c1ccc(O)c(CN2CCN(CCC#N)CC2)c1	-0.4	-4	-4	1	-3	97	0	100	-1

Continued:
SMILES	MEX-5 binding	MCL1 BIM primary	GLD-1 RNA inh	GRK2 aptamer HTS	Fam108B counter	AGP1-GFP MLPCN	BCLXL inh	CIT2-GFP yeast	VLA-4 inh
CCOc1ccc(CNS(=O)(=O)c2cc(CN3C(=O)c4cccnc4C3=O)ccc2OC)cc1	1.2	8	-4	1	0	105	4	107	-2
COc1cc(/C=C(/C(=O)c2cccs2)c2nc3ccccc3[nH]2)ccc1O	24	1	-2	0	0	103	3	120	2
COC(=O)c1ccccc1NC(=O)Nc1cccnc1	-0.6	1	-2	0	4	99	6	105	-3
O=[N+]([O-])c1nn(-c2ccc3c(c2)OCCO3)n(O)c1=Nc1ccc(Cl)cc1	-1.5	4	5	0	7	88	5	95	11
Cc1cccc(NC(=O)CCS(=O)(=O)c2ccc(Br)cc2)c1	-3.5	0	-3	3	-2	92	-1	100	2
CN(C)CCCN(Cc1cc2cc3c(cc2[nH]c1=O)OCO3)C(=S)NCc1ccco1	-1.3	6	-8	1	-1	95	5	97	-2
CC(C)C(OC(=O)c1ccc(Cl)nc1)C(=O)NC1CCCCC1 (centres undefined)	2.0	-5	5	4	-1	100	4	101	9
Cc1ccc(C)c(NC(=O)C(Sc2ncnc3ccccc23)c2ccccc2)c1 (centres undefined)	3.5	-2	-4	1	-4	106	-1	94	0
O=C(OCC(=O)c1ccc[nH]1)c1ccc(F)c(S(=O)(=O)N2CCOCC2)c1	·	·	2	0	·	107	·	105	2
Cc1ccc(CCNC(=O)C2CCN(c3nn4c(=O)cc(C)nc4s3)CC2)cc1	2.2	5	7	0	1	102	-1	105	8
O=C(NCc1ccc(OC(F)(F)F)cc1)C1CC(c2cccc(F)c2)=NO1 (centres undefined)	-2.8	4	9	0	6	89	4	101	8
Cn1c(N)c(C(=O)COC(=O)C2=COCCO2)c(=O)n(C)c1=O	1.1	-5	9	4	0	98	0	95	-2
COC(=O)c1nnn(-c2nonc2N)c1-c1cccs1	-5.0	0	12	0	-2	94	3	97	-3
O=C(OCc1cccc([N+](=O)[O-])c1)c1cc2ccccc2oc1=O	-0.9	1	4	0	-4	95	1	106	-2
CCOc1ccc(NC(=O)CNc2cccc(S(=O)(=O)N3CCCCCC3)c2)cc1OCC	·	·	5	0	·	102	·	102	7
C=CCN=C1S/C(=C\N(C)C)C(=O)N1S(=O)(=O)c1ccc(C)cc1	·	·	0	0	·	94	·	96	3
CC(=O)Oc1cc(C(C)C)c(OCCN(C)C)cc1C	-0.9	3	2	0	2	74	-4	80	-12
Nc1cc(=O)[nH]c(SCC(=O)N2CCN(S(=O)(=O)c3ccc4ccccc4c3)CC2)n1	1.9	-12	-11	4	-3	101	-4	95	4
COc1ccc(N(C)C(=O)Cc2c(C(=O)O)n(C)c3ccccc23)c(OC)c1	0.0	3	8	1	-1	99	7	102	15
COc1ccc(C)cc1NC(=O)c1cnc2n(c1=O)CCS2	-0.5	0	-2	0	1	96	5	97	-2
Cc1cc(-c2n[nH]c(=S)n2/N=C/c2sccc2C)n[nH]1	-2.9	-16	2	0	0	101	-18	99	-31
CC1CC(C)CN(CC(=O)N2CCc3[nH]c4ccccc4c3C2)C1 (centres undefined)	-2.7	6	5	0	-1	103	2	104	26
CCN(CC)C(=O)C12C(=O)Oc3ccccc3C1C2(C)C(=O)c1ccc(F)cc1 (centres undefined)	·	1	7	2	2	104	3	93	-2
CCn1cc(C(=O)NCC(=O)NC(C)(C)CO)c(=O)c2cc3c(cc21)OCO3	0.2	·	·	1	·	97	·	102	11
O=S(=O)(c1ccc(=S)[nH]c1)N1CCN(Cc2ccccc2)CC1	·	·	1	0	·	104	·	102	-4
COCCOC(=O)C1=C(C)NC2=C(C(=O)CC(c3cccs3)C2)C1c1ccsc1 (centres undefined)	-3.4	18	5	3	-4	99	11	109	-15
COc1ccc(C(=O)C23CC4CC(C2)CC(C(=O)c2ccc(OC)cc2)(C4)C3)cc1	1.1	-2	4	0	0	99	2	104	-5
